Sm TGR inh = inhibitors of Schistosoma mansoni thioredoxin glutathione reductase. Q962Y6. purified TGR, DTNB reduction, TNB absorbance 405 nm. Potency, µM (doses to about 114 µM), for the others: at the highest dose activity change, negative = inhibition, hits mostly inhibitors. 360,000 compounds, 3% hits. AID 485364; also: nearly all actives have a fitted effect of over 60% in size
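TGR 20 nM + NADPH 100 uM (dispensed conc.), cpd preinc 15 min RT; start with NADPH (500 uM addition) then DTNB (15 mM addition). Kinetic TNB absorbance, 405 nm filter. Four-parameter Hill fit across titration.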
TbPYK inhibitor = blocks Trypanosoma brucei pyruvate kinase; Q57TT1; TbPYK enzyme, Kinase-Glo Plus ATP luminescence, 45 min; Potency, µM (series often up to 76.8 µM), inactives show top-dose activity, negative = inhibition, actives largely listed as inhibitors; 410,000 compounds, 0.12% hits; also: nearly all actives have a fitted effect of over 50% in size
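Activity of T. brucei pyruvate kinase was followed by Kinase-Glo Plus luminescence after the enzyme reacted 45 min at room temperature with 130 uM ADP (final) and substrate. Test compounds were added before ADP at multiple concentrations.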
Numbers without * were called inactive; [ ] = remark or other dose. Calls follow the shape of the dose curve; as a rule, active = well fitted curve in the direction sought with a large enough effect; inconclusive = small, poorly fitted or top-dose-only effect, or another doubt; inactive = no such curve, though single readings can be large; an effect the other way counts as inactive or inconclusive. % is scaled to controls: 0 for no effect and ±100 for the full control effect; potency is read from the fitted curve at half-maximal effect.

Under each structure: Sm TGR inh | TbPYK inhibitor
Cc1c(C(=O)Nc2cccc(Cl)c2)oc2ccc(S(=O)(=O)N3CCOCC3)cc12
  2% | 0%
CC(C)(C)C1CCc2c(sc(NC(=O)c3ccncc3)c2C(=O)Nc2ccccc2Cl)C1 (stereo unspecified)
  -6% | 20%
CCCCc1nn2c(=O)cc(CN(CC)c3ccccc3)nc2s1
  -12% | 0%
Cc1cc(-c2ccc(S(=O)(=O)Nc3ccc(Cl)cc3C)cc2)on1
  1% | 4%
CCc1ccc(Nc2ncnc3sc4c(c23)CCCC4)cc1
  1% | -6%
COc1ccc(CCCc2nnc(SCC(=O)Nc3ccc(F)cc3)o2)cc1C
  -2% | -4%
Cc1ccc(C)c(CN2C(=O)c3ccccc3S(=O)(=O)c3ccc(C(=O)NCc4ccccc4)cc32)c1
  4% | 0%
Cc1ccc2c(CN3CCN(Cc4ccccc4Cl)CC3)cc(=O)oc2c1
  -21% | 0%
COc1ccc(NC(=O)CN2C(=O)COc3ccc(S(=O)(=O)N4CCCCC4)cc32)cc1Cl
  2% | -5%
COc1ccccc1NC(=O)CSC1=Nc2ccccc2C2=NC(CC(=O)NCc3ccc4c(c3)OCO4)C(=O)N12 (stereo unspecified)
  -14% | 4%
O=C(NCCS(=O)(=O)N1CCN(c2ccc(F)cc2)CC1)c1cccc(C(F)(F)F)c1
  7% | 5%
Cn1c(=O)c2c(nc(NCCc3ccccc3)n2Cc2cccc(Br)c2)n(C)c1=O
  -7% | 0%
O=C(NCc1cccc(Br)c1)C1CCCCN1S(=O)(=O)c1ccc(F)cc1 (stereo unspecified)
  4% | 2%
CC(C)c1ccc(OCC(O)CN2CCN(c3ccc(F)cc3)CC2)cc1 (stereo unspecified)
  -2% | -4%
CC(C)(C)C1CCc2nc(NC(=O)c3ccc([N+](=O)[O-])cc3)sc2C1 (stereo unspecified)
  -2% | 3%
Cc1ccc2oc(C(=O)Nc3c(C(=O)Nc4cccc(Cl)c4)oc4ccccc34)cc(=O)c2c1
  -1% | 6%
CCc1ccccc1NC(=O)CCC(=O)N1CC(C)Oc2ccc(C)cc21 (stereo unspecified)
  0% | 2%
CCCCN(CC)CCCNC(=O)c1nn(-c2ccc(OC)cc2)c(=O)c2c1c1ccccc1n2C
  8% | -1%
Cc1cc(Br)cc(C)c1NC(=O)c1cnc2ccccn2c1=O
  -2% | -10%
COc1ccc(CNC(=O)CSc2ncc3c(n2)-c2cc(Cl)ccc2N(Cc2ccccc2)S3(=O)=O)cc1
  3% | 4%
O=C(Nc1cccc(C(F)(F)F)c1)c1cccc(C(=O)Nc2cccc(C(F)(F)F)c2)c1
  -1% | 2%
Cc1cccc(C)c1NC(=O)Cn1c(SCC(=O)NCc2ccccc2)nc2ccccc21
  1% | 1%
CC(Oc1ccccc1)C(=O)Nc1ccc(C(=O)OCc2cc(=O)n3nc(C4CC4)sc3n2)cc1 (stereo unspecified)
  -2% | 3%
CCOC(=O)c1cnc2ccc(C)cc2c1Nc1ccc(N(CC)CC)cc1
  -1% | 4%
COCCCNC(=O)c1sc2nc3n(c(=O)c2c1C)CCC3
  11µM* | -6%
CN(C)CCNC(=O)c1ccc(-n2c(-c3ccccc3)cc3c2CCCC3)cc1
  -7% | -1%
CN1CCN(C2(CNC(=O)COc3ccc(C(C)(C)C)cc3)CCCCC2)CC1
  -3% | 5%
Cc1cccc(NC(=O)CN2C(=O)c3cccc4cccc2c34)c1C
  1% | 1%
CCCCNc1nc(Oc2ccc(=O)n(C)n2)nc(N(C)C)n1
  4% | 3%
COc1ccc(Cc2nc3ccc(C(=O)NCc4cc(Br)ccc4OC)cc3o2)cc1
  5% | 0%
O=S(=O)(Nc1cccc(-c2ccc(N3CCOCC3)nn2)c1)c1ccccc1C(F)(F)F
  -9% | 3%
Cc1cc2c(n1-c1ccc(C(=O)NCc3cccc(Br)c3)cc1)CCC(C)C2 (stereo unspecified)
  -19% | 1%
CC1=C(C(=O)OCc2ccccc2)C(c2cccc(Cl)c2Cl)CC(=O)N1 (stereo unspecified)
  19% | -1%
COc1ccccc1C(=O)Oc1ccc(C(c2c(C)[nH][nH]c2=O)c2c(C)[nH][nH]c2=O)cc1
  5% | -1%
Cc1cccc(N2CCN(C(=O)c3noc4c3CCCCC4)CC2)c1C
  12% | 0%
COc1cc(NS(=O)(=O)c2ccc(NC(=O)COc3ccc(Cl)cc3Cl)cc2)nc(OC)n1
  2% | 2%
COc1ccc(NC(=O)Cn2c(SCc3c(F)cccc3Cl)nc3ccncc32)cc1OC
  -1% | -3%
COc1cc(NC(=O)CCS(=O)(=O)c2ccc(Br)cc2)cc(OC)c1
  4% | -3%
Cc1ccc(NC(=O)Cn2c(=O)c(C(F)(F)F)nc3ccccc32)cc1C
  2% | -5%
COc1ccc(CCNC(=O)c2cnn(-c3cccc(C)c3)c2C2CCNCC2)cc1OC
  -2% | 0%
Cc1cccc(C(=O)Nc2nnc(SCc3cc(=O)n4cccc(C)c4n3)s2)c1
  4% | 0%
COc1cccc(-c2cc(C(F)(F)F)nc(-n3nc(C)c(Br)c3C)n2)c1
  0% | 3%
O=C(Nc1ccc2oc(-c3cccnc3)nc2c1)c1ccccc1F
  -7% | -6%
CCc1ccc(CNC(=O)c2cccc(-n3c(C)nc4cccnc43)c2)cc1
  0% | -2%[15.4 µM]
Cc1cc(C(=O)NCc2ccccc2Cl)c2c(C)nn(-c3cccc(F)c3)c2n1
  0% | 2%
COc1ccccc1CCNC(=O)C(=O)NCC(c1cccs1)S(=O)(=O)c1ccc(F)cc1 (stereo unspecified)
  -1% | -3%
CC(C)CNC(=O)CCSc1nc(-c2ccc3c(c2)OCO3)cc(C(F)(F)F)n1
  36% | -9%
Cc1ccc(CSc2nc3ccsc3c(=O)n2CCC(C)C)cc1
  -1% | 1%
Cc1nn(C)c2c1c(C(F)(F)F)cc(=O)n2CC(=O)N1CCCCC1C (stereo unspecified)
  -7% | 1%
Cc1cc2c(cc1S(=O)(=O)N1CCC(C)CC1)OCC(=O)N2
  -8% | 1%
COc1ccc(NC(=O)Cn2cc(S(=O)(=O)c3ccc(C)cc3)c(=O)c3ccccc32)cc1OC
  0% | 7%
Cc1ccn2c(=O)cc(COc3ccc(NC(=O)COc4ccc(C)c(C)c4)cc3)nc2c1
  -1% | -6%
COC(=O)CCSc1nc2sc3c(c2c(=O)n1Cc1ccccc1)CCC(C(C)(C)C)C3 (stereo unspecified)
  -2% | -2%
CCOC(=O)c1ccc(NC(=O)CC2C(=O)N(c3cccc(OC)c3)C(=O)N2C2CCCCC2)cc1 (stereo unspecified)
  6% | 1%
CC1CCCCN1S(=O)(=O)c1cc2c(=O)nc3ccccn3c2cc1Cl (stereo unspecified)
  9% | -9%
O=C(Nc1ccccc1)N(Cc1c[nH]c2ccccc12)C1CCCCCC1
  -9% | -6%
Cc1nc(-n2nc(C)c(Cc3ccc(Cl)cc3)c2C)sc1C(=O)N1CCCCC1C (stereo unspecified)
  -3% | 1%
CCOC(=O)c1cccc(NC(=O)C(C)n2nc(C)c3c(C)n(-c4ccccc4)nc3c2=O)c1 (stereo unspecified)
  -3% | -1%
COCCn1c(-c2ccccc2)c(C)n2c3c(=O)n(C)c(=O)n(C)c3nc12
  -3% | 1%
CCC(=O)N1CCc2cc(CNS(=O)(=O)c3cc(OC)ccc3OC)ccc21
  3% | 5%

16 consecutive compounds from above:
Under each structure: Sm TGR inh | TbPYK inhibitor
Cc1c(C(=O)Nc2cccc(Cl)c2)oc2ccc(S(=O)(=O)N3CCOCC3)cc12
  2% | 0%
CC(C)(C)C1CCc2c(sc(NC(=O)c3ccncc3)c2C(=O)Nc2ccccc2Cl)C1 (stereo unspecified)
  -6% | 20%
CCCCc1nn2c(=O)cc(CN(CC)c3ccccc3)nc2s1
  -12% | 0%
Cc1cc(-c2ccc(S(=O)(=O)Nc3ccc(Cl)cc3C)cc2)on1
  1% | 4%
CCc1ccc(Nc2ncnc3sc4c(c23)CCCC4)cc1
  1% | -6%
COc1ccc(CCCc2nnc(SCC(=O)Nc3ccc(F)cc3)o2)cc1C
  -2% | -4%
Cc1ccc(C)c(CN2C(=O)c3ccccc3S(=O)(=O)c3ccc(C(=O)NCc4ccccc4)cc32)c1
  4% | 0%
Cc1ccc2c(CN3CCN(Cc4ccccc4Cl)CC3)cc(=O)oc2c1
  -21% | 0%
COc1ccc(NC(=O)CN2C(=O)COc3ccc(S(=O)(=O)N4CCCCC4)cc32)cc1Cl
  2% | -5%
COc1ccccc1NC(=O)CSC1=Nc2ccccc2C2=NC(CC(=O)NCc3ccc4c(c3)OCO4)C(=O)N12 (stereo unspecified)
  -14% | 4%
O=C(NCCS(=O)(=O)N1CCN(c2ccc(F)cc2)CC1)c1cccc(C(F)(F)F)c1
  7% | 5%
Cn1c(=O)c2c(nc(NCCc3ccccc3)n2Cc2cccc(Br)c2)n(C)c1=O
  -7% | 0%
O=C(NCc1cccc(Br)c1)C1CCCCN1S(=O)(=O)c1ccc(F)cc1 (stereo unspecified)
  4% | 2%
CC(C)c1ccc(OCC(O)CN2CCN(c3ccc(F)cc3)CC2)cc1 (stereo unspecified)
  -2% | -4%
CC(C)(C)C1CCc2nc(NC(=O)c3ccc([N+](=O)[O-])cc3)sc2C1 (stereo unspecified)
  -2% | 3%
Cc1ccc2oc(C(=O)Nc3c(C(=O)Nc4cccc(Cl)c4)oc4ccccc34)cc(=O)c2c1
  -1% | 6%

(cont.)
Under each structure: Sm TGR inh | TbPYK inhibitor
CCc1ccc(OCc2nc(-c3ccc(OC)c(OC)c3)no2)c(Br)c1
  7% | 0%
CS(=O)(=O)N1CCc2cc(C(=O)Nc3cccc(F)c3)ccc21
  0% | -6%
O=C1Cc2cc(S(=O)(=O)Nc3cccc(C(F)(F)F)c3)cc3c2N1CCC3
  10% | -10%
O=C(C1CCCN(S(=O)(=O)c2cccc3nsnc23)C1)N1CCN(c2ccccc2)CC1 (stereo unspecified)
  -2% | 9%
CCOC(=O)c1cccc(NC(=O)CCn2nc(C)c3c(C)n(-c4ccccc4)nc3c2=O)c1
  5% | -4%
CCCN1CN=C(NS(=O)(=O)c2ccc(NC(C)=O)cc2)NC1
  6% | 3%
Cc1ccc(OCCn2c(C3CC(=O)N(Cc4ccc(F)cc4)C3)nc3ccccc32)c(C)c1 (stereo unspecified)
  -13% | 2%
Cc1ccccc1CNC(=O)c1nn(-c2ccccc2F)nc1CO
  6% | 0%
Cc1ccc(/C=C/c2onc(C)c2S(=O)(=O)N2CCC(C(=O)NCc3ccc(N(C)C)cc3)CC2)cc1
  -2% | 0%
COc1ccc(-n2c(=O)c3c4c(sc3n(Cc3c(F)cccc3Cl)c2=O)CN(C(C)=O)CC4)cc1OC
  10% | -3%
Cc1ccc(-n2c(C)nc3c(cnn3-c3ccccc3C)c2=O)cc1F
  -1% | 0%
Cc1ccc(C)c(NC(=O)CN2C(=O)CCc3cc(S(=O)(=O)N4CCCCC4)ccc32)c1
  -6% | -8%
COc1ccc(OCC(=O)Nc2ccccc2C(=O)OCc2cc(=O)n3nc(C)sc3n2)cc1
  5% | 4%
CCOc1ccc(N2CC(c3nc4ccccc4n3CCOc3ccc(CC)cc3)CC2=O)cc1 (stereo unspecified)
  12% | -1%
Cc1cc(C)n(-c2nc3ccccc3nc2Nc2ccc(C(C)C)cc2)n1
  7% | 3%
CC(=O)c1cc(-c2ccc(F)cc2)n(CCC(=O)NCc2ccccc2C)c1C
  1% | 1%
COc1ccc(-c2cnnn2-c2ccc(NC(=O)c3c(F)cccc3F)cc2)cc1
  -8% | 1%
CCCCS(=O)(=O)c1oc(-c2cccs2)nc1S(=O)(=O)c1ccc(F)cc1
  1.6µM* | 1%
Cc1cccc(NC(=O)CCS(=O)(=O)c2ccc3c(c2)n(C)c(=O)c(=O)n3C)c1C
  -7% | 4%
Cc1cc(C)c2nc(N3CCCC(C(=O)NCc4cccc(Cl)c4)C3)sc2c1 (stereo unspecified)
  0% | -1%
Cc1ccc(NC(=O)Cn2c(=O)n(CCC(=O)NCc3ccccc3Cl)c(=O)c3ccccc32)c(C)c1
  -4% | 5%
Cc1cccc(C(=O)NCC(c2ccc3c(c2)OCO3)N2CCOCC2)c1 (stereo unspecified)
  25µM* | 0%
CC(=O)c1ccc(NC(=O)C2=CC(c3ccc(C)cc3)=NS(=O)(=O)N2C)cc1
  3% | 8%
Cc1ccc(N2C(=O)CC(c3ccccc3F)C3=C2COC3=O)cc1Cl (stereo unspecified)
  5% | 0%
COc1ccc(-c2cc(C(F)(F)F)c(C#N)c(SCC(=O)Nc3ccccc3F)n2)cc1
  -4% | 2%
Cc1cc(C)c(NC(=O)CCC(=O)N2Cc3ccccc3Oc3ncccc32)c(C)c1
  -1% | 3%
CCOc1ccc(Cn2c(-c3ccc(OCC)c(OC)c3)nc3ccccc32)cc1OC
  7% | 4%
CC1=Nc2cc(C(=O)NC(C)C)ccc2Sc2ccc(C)cc21
  7% | 0%
Cc1ccc(NC(=O)N2CCN(c3nnc(C)c4c(C)n(-c5ccccc5)nc34)CC2)c(Cl)c1
  1% | 2%
CCOc1ccccc1NC(=O)Nc1ccccc1OCc1cc(=O)n2ccccc2n1
  0% | -6%

An excerpt; count on the stated rates, not on these rows.
